Compound activity: PubChem, National Center for Advancing Translational Sciences (NCATS)
TrxR1 substrate: substrates of rat thioredoxin reductase 1; O89049; purified TrxR1 substrate turnover, NADPH consumption readout; Potency, µM (top dose mostly 114 µM), without a hit: at the highest dose activity change, negative = substrate turnover; hit rate 0.01% among 390,000; also: potency is read from the fitted curve at half-maximal effect; % is scaled to controls: 0 for no effect and ±100 for the full control effect; nearly all actives have a fitted effect of over 50% in size
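Rat TrxR1, dispensed at 90 nM, was prereduced with 400 uM NADPH (final) for 5 min at ~22 deg C, then incubated with compound 15 min before 400 uM selenite. A first-read NADPH fluorescence drop versus no-compound background flagged substrates.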
HP1b chromo inh: inhibitors of HP1-beta chromodomain binding to methylated histone tails; AlphaScreen HP1-beta / biotin-H3K9me3 peptide binding; hit rate 0.56% among 390,000; Potency, µM (series often up to 114 µM), inactives show at the top dose activity change, negative = inhibition, usual class: inhibitors; P83916; AID 540317; also: potency is read from the fitted curve at half-maximal effect; nearly all actives have a fitted effect of over 70% in size; inactives centre near 23
Target sequence (P83916 whole entry, looked up): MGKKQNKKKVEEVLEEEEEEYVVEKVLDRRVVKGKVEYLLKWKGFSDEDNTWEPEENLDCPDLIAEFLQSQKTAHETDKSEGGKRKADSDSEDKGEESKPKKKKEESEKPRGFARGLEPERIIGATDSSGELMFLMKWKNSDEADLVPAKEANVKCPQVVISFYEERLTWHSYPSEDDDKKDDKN
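HP1-beta protein (50 nM final) preincubated 30 min at room temperature with biotinylated H3(1-18)K9me3 peptide (50 nM) in PBS pH 7.4, 0.01% Tween-20, then compound added for 30 min. AlphaScreen streptavidin donor/nickel chelate acceptor beads (10 ug/mL final), 30 min dark, luminescence read.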
mIDH1 inhibitor: human IDH1 R132H inhibition. IDH1-R132H enzyme, NADPH consumption, diaphorase/resazurin fluorescence. Potency, µM (top dose mostly 76.6 µM), without a hit: at the top dose activity change, negative = inhibition, most hits filed as inhibitors. hit rate 0.093% among 390,000. AID 602179; also: potency is read from the fitted curve at half-maximal effect; % is scaled to controls: 0 for no effect and ±100 for the full control effect; nearly all actives have a fitted effect of over 65% in size
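IDH1-R132H (0.5 ug/mL) preincubated 30 min with compound, then NADPH (0.016 mM) and alpha-KG (2 mM) added; 80 min at RT, pH 7.5. Remaining NADPH coupled via diaphorase/resazurin to fluorescence (540/590 nm); concentration-response curves normalized to no-enzyme control.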
Pin1 inh: inhibitors of human Pin1; Q13526; Pin1 FP peptide displacement, HiFluor488, 10 min; Potency, µM (titrated, usually from 115 µM), for the others: top-dose activity, negative = inhibition, hits mostly inhibitors; hit rate 0.009% among 390,000; AID 504891; active = well fitted inhibition curve with a large enough effect in the polarisation, with a control signal flat, not every such curve was filed as active; inconclusive = small, poorly fitted or top-dose-only effect, or effect the other way, or a change in a side signal; inactive = no such curve, though single readings can be large or run the other way; the % refers to the polarisation; also: potency is read from the fitted curve at half-maximal effect; % is scaled to controls: 0 for no effect and ±100 for the full control effect
PGK inhibitor: T. brucei PGK inhibition. PGK/GAPDH coupled, Kinase-Glo luminescence, 60 min. Potency, µM (series often up to 57.5 µM), inactives show top-dose activity change, negative = inhibition, actives largely listed as inhibitors. P07378. hit rate 0.043% among 380,000; also: potency is read from the fitted curve at half-maximal effect; % is scaled to controls: 0 for no effect and ±100 for the full control effect; nearly all actives have a fitted effect of over 60% in size
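Luminescent ATP detection (Kinase-Glo Plus) follows a 60-minute room-temperature incubation, with wells lacking PGK as controls. Buffer: 100 mM TEA (pH 7.6), 5 mM MgCl2, 0.01% Tween-20. Coupling enzyme GAPDH (100 nM final) supplies unstable 1,3-BPG in-well.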
USP1 inh: blocks the human USP1/UAF1 deubiquitinase complex; O94782; recombinant USP1/UAF1, Ub-Rhodamine cleavage fluorescence; Potency, µM (titrated, usually from 57.1 µM), for inactives: at the highest dose activity change, negative = inhibition, hits mostly inhibitors; hit rate 0.23% among 390,000; AID 743255; also: potency is read from the fitted curve at half-maximal effect; % is scaled to controls: 0 for no effect and ±100 for the full control effect; nearly all actives have a fitted effect of over 60% in size; inactives centre near -12
Target sequence (O94782 whole entry, looked up): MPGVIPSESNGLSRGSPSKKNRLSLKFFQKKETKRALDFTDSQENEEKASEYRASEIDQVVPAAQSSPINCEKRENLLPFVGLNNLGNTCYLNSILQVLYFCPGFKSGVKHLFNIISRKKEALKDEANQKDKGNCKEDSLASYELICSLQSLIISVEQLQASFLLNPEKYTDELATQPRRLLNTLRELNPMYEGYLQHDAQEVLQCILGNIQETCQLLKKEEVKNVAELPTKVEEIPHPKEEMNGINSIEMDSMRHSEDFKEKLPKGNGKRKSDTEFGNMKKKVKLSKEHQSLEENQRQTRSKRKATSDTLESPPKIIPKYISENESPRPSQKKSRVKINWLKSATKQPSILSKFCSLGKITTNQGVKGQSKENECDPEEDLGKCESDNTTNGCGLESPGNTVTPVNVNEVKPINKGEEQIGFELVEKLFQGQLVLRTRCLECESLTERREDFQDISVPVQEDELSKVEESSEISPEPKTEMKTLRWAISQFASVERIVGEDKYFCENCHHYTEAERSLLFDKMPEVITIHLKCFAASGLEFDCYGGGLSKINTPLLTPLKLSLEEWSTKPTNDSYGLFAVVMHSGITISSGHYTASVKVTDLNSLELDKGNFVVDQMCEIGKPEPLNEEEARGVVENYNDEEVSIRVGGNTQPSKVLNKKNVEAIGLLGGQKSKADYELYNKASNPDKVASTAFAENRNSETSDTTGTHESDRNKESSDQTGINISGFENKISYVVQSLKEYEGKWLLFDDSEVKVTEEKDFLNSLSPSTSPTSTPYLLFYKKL
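High-throughput fluorogenic screen: 1nM USP1/UAF1 complex, Ub-Rho substrate 150nM final, 50mM HEPES pH 7.8 with 0.5mM EDTA, 0.1 mg/ml BSA, 1mM TCEP and 0.01% Tween-20.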
GLS inh: glutaminase GLS (human) inhibition | hit rate 0.21% among 410,000 | GLS enzymatic activity, qHTS titration | Potency, µM (highest dose often 45.5 µM), for the others: top-dose activity change, negative = inhibition, most hits filed as inhibitors; also: potency is read from the fitted curve at half-maximal effect; % is scaled to controls: 0 for no effect and ±100 for the full control effect
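Two-point fluorescence kinetic (t0, 30 min RT) for hKGA; glutamate detected via glutamate oxidase–HRP–Amplex Red. Substrate: 1 mM L-glutamine solution; buffer 45 mM KH2PO4, pH 8.2.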
PI4K2A block: PI4K2A (human) kinase inhibition | hit rate 0.13% among 420,000 | AID 1346378 | Q9BTU6 | purified PI4K2A, ADP-Glo luminescence, 1 h; active compounds read low | activity change, negative = inhibition, % at 76.9 µM; in the data active = activity change below about -50%; inconclusive = mostly about -30% to -49%;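 also: -100% = wells without enzyme as full effect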
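In this quantitative HTS, ADP production by PI4K2A was quantified luminescently after 1 h at ambient temperature; 100 microM adenosine served as plate-quality control.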
TrxR1 inh: blocks rat thioredoxin reductase 1; O89049; recombinant rTrxR1, NADPH fluorescence consumption, selenite substrate; Potency, µM (titrated, usually from 114 µM), for inactives: at the top dose activity change, negative = inhibition, usual class: inhibitors; hit rate 1% among 390,000; also: potency is read from the fitted curve at half-maximal effect; % is scaled to controls: 0 for no effect and ±100 for the full control effect; nearly all actives have a fitted effect of over 65% in size
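Rat TrxR1 (90 nM in the dispensed reagent) was pre-reduced with 400 uM NADPH for 5 min at room temperature, then incubated with compound for 15 min. After 400 uM selenite was added, NADPH fluorescence (Ex 340/Em 450 nm) was followed for 8 min.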
* marks the source's active call; other numbers are inactive results; i = inactive; ? = inconclusive; / = not tested or not shown; [ ] = another dose, or the depositor's remark. Unless noted, calls follow the shape of the dose curve; as a rule, active = well fitted curve in the direction sought with a large enough effect; inconclusive = small, poorly fitted or top-dose-only effect, or another doubt; inactive = no such curve, though single readings can be large; an effect the other way counts as inactive or inconclusive. The list is partial; count on the stated rates, not on these rows.

SMILES	TrxR1 substrate	HP1b chromo inh	mIDH1 inhibitor	Pin1 inh	PGK inhibitor	USP1 inh	GLS inh	PI4K2A block	TrxR1 inh
C#CCN(C[C@H]1[C@H](OC(=O)NCc2ccccc2F)[C@H](OC(=O)NCc2ccccc2F)C[C@H]2C(=O)N(c3ccccc3)C(=O)[C@@H]12)S(=O)(=O)c1ccc(C)cc1	/	/	5.7%	/	4.4%	-7.8%	-1.6%	1.0	/
CC(C)N1C(=S)SC2CS(=O)(=O)C=C21 (configuration not stated)	-7.6%	27.5%	3.0%	2.8%	1.8%	0.4%	17.8%	5.3	-9.3%
C#CCN(C[C@@H]1[C@@H](OC(=O)NCc2ccccc2F)[C@@H](OC(=O)NCc2ccccc2F)Cn2c(=O)ccc(=O)n21)S(=O)(=O)c1ccc(C)cc1	/	/	12.2%	/	i	-16.5%	-31.4%	-3.4	/
O=C(CSc1nnc(Cc2ccccc2)n1C1CCCCC1)N1CCOCC1	2.6%[57.1 µM]	18.5%	-0.4%	0.8%	i	-7.4%	18.3%	-1.2	27.3%[57.1 µM]
C=CCn1c(SCc2nc3ccccc3nc2C)nnc1-c1ccoc1C	-0.1%	32.6%	-1.6%	?	-3.9%	6.5%	11.8%	-18.5	44.7µM*
C=CCSc1n[nH]c2nc3c(c(=O)n12)C1(CCCC1)Cc1ccccc1-3	7.4%	38.5%[activator]	0.0%	4.7%	-8.0%	-5.4%	2.7%	9.2	-29.7%
Cc1ccc(Cn2c(CO)cnc2SCc2ccc(F)cc2)cc1	-7.6%[57.1 µM]	3.8%[57 µM]	18.7%	0.9%	-5.8%	-12.0%	-9.5%	-8.2	0.1%[57.1 µM]
O=C(NC(=S)N1CCN(c2ccc([N+](=O)[O-])cc2)CC1)c1ccc(F)cc1	-14.2%	19.5%	0.5%	21.5%	0.0%	2.2%	11.0%	5.3	-24.5%
CCOC(=O)c1ccc(NC(=O)N2CCN(c3ccccc3OC)CC2)cc1	-7.3%	-6.2%	-4.6%	-2.4%	/	-10.2%	21.2%	2.2	8.6%
O=C(O)CCCCCCCCCCCNC(=O)NC12CC3CC(CC(C3)C1)C2	0.1%	7.0%	-30.4%	2.2%	0.1%	-4.5%	-6.2%	-1.1	7.5%
CCOc1cc(C(=O)NC(=S)Nc2cccnc2)cc(OCC)c1OCC	-2.3%	-4.8%	12.9%	3.2%	-7.9%	-12.1%	14.5%	-11.0	?
O=C(CNC(=O)c1cnccc1C(F)(F)F)c1cccc(Cl)c1	8.1%[57.1 µM]	39.8%[activator]	7.2%	-8.0%	-5.3%	-14.3%	-7.6%	1.1	36.5%[activator][57.1 µM]
CC(O)CNCCNCc1cccs1 (configuration not stated)	9.5%	16.8%	0.0%	-5.4%	i	-17.7%	3.4%	-2.6	13.5%[57.1 µM]
CNC(=O)Nc1cccc(NC(=O)NC)n1	-1.2%	31.2%[activator]	0.5%	7.2%	0.0%	-4.5%	3.8%	-9.5	10.4%
Clc1cccc(-c2nn3c(Cn4cnc5ccccc54)nnc3s2)c1	0.5%	-28.4%	9.4%	22.7%	-6.5%	-8.5%	-21.3%	-2.9	-16.7%
COCCn1c(SCC(=O)NCCc2ccccc2)nc2c([nH]c3ccccc32)c1=O	1.7%	15.1%	0.2%	-1.6%	-9.8%	-23.6%	-10.7%	6.0	5.3%
CCn1nnnc1SCC(=O)c1ccc(NC(C)=O)cc1	-6.5%	-9.4%	3.0%	-2.1%	-9.9%	-13.5%	-8.6%	-1.3	-1.2%
O=S(=O)(c1ccc(C2CCCCC2)cc1)N1CCN(c2ccc(Cl)c(Cl)c2)CC1	5.4%	17.6%	3.0%	-1.2%	6.1%	-10.2%	2.0%	-1.5	13.4%
O=C1N(c2cccc(Cl)c2)C(c2ccccc2)N2CCCN12 (configuration not stated)	0.8%	47.5%[activator]	3.3%	-0.8%	i	-13.8%	10.3%	-4.6	2.8%
CCN(CC)S(=O)(=O)c1cccc(C(=O)N/N=C(\C)c2ccc(O)cc2O)c1	-1.6%[57.1 µM]	30.1%	-3.9%	?	i	-10.5%	?	1.8	19.6%[57.1 µM]
CCN(CC(=O)Nc1ccc(NC(C)=O)cc1)C(=O)C1CCC1	-6.1%[57.1 µM]	-7.6%	-4.3%	2.4%	-0.8%	0.6%	-9.5%	-0.7	8.7%
COc1ccc(-c2csc(=NCCO)n2-c2ccccc2)cc1	-10.6%	?	9.4%	3.5%	3.4%	-21.3%	6.5%	-1.3	1.3%
O=c1c2ccccc2nnn1CSc1ccc2ccccc2n1	-8.8%	50.4%[activator]	0.7%	-0.1%	14.2%	-3.6%	2.5%	-0.6	-6.8%
C=CCc1cc(Cl)ccc1OC(=O)Nc1cccc(Cl)c1	1.8%	47.9%[activator]	-2.6%	-16.9%	-2.0%	-12.3%	6.8%	11.0	6.9%
c1ccc(Nc2nc(-c3ccccc3)ns2)cc1	2.0%	17.7%	3.4%	-1.6%	0.9%	-22.0%	0.0%	2.7	18.8%[0.457 µM]
CC1CCN(C(=O)Cn2ncc3c([nH]c4ccccc43)c2=O)CC1	7.0%	27.9%	-4.5%	7.6%	-2.4%	-10.2%	0.8%	1.2	8.2%
CCOC(=O)c1ccccc1NC(=O)CSc1nc2ccccc2o1	3.9%[57.1 µM]	44.4%[activator]	0.6%	10.1%	4.0%	0.4%	1.5%	-7.5	1.2%
CC(C)N(C)C1CCN(C(=O)Nc2ccc(Cl)c(Cl)c2)CC1	3.4%[57.1 µM]	26.4%	4.7%	-11.9%	i	-8.3%	-1.1%	7.6	-21.2%[57.1 µM]
CCC1=Nc2ccccc2-c2nnc(SC)nc2O1	-12.5%	29.6%	-0.1%	3.7%	i	-20.6%	7.0%	-0.7	5.2%[57.1 µM]
Cc1ccsc1-c1nc(CSCC(=O)N2CCN(c3ccccc3)CC2)c(C)o1	14.1%[57.1 µM]	11.0%	1.1%	18.0%	i	-27.6%	20.1%	-2.1	-44.1%
Cn1c(C(=O)Nc2ccccc2)cc2sccc21	-5.7%	5.3%	14.2%	-12.4%	-6.1%	-10.3%	8.5%	0.4	-7.4%
C=C(C)c1cccc(C(C)(C)NC(=O)NCc2cccnc2)c1	-7.5%	58.2%[activator]	0.8%	5.1%	i	-5.6%	1.4%	-0.7	-14.6%
O=C(CNC(=O)c1ccccc1F)Nc1ccc2c(c1)OCO2	5.4%	12.2%	17.8%	5.8%	-3.8%	-11.7%	-8.2%	1.8	20.3%
CSc1n[nH]c(=O)n1-c1cccc(Cl)c1	11.4%[57.1 µM]	17.1%	1.2%	-10.6%	-5.4%	2.9%	-2.8%	-2.9	-2.4%[57.1 µM]
Cc1cccc(OCC(=O)Nc2cc(C)on2)c1	-5.6%	11.8%	2.6%	3.6%	-4.0%	-12.6%	2.9%	-4.4	-6.3%
COc1cc(C=O)c(Br)cc1OCC(=O)NCCc1ccccc1	0.8%	25.6%	2.5%	2.3%	0.0%	-10.3%	26.0%	-1.9	9.6%
COc1ccc(CNCCNC(=O)c2cccs2)cc1OC	4.2%	?	-4.0%	-4.5%	-2.8%	-15.8%	-11.2%	3.6	2.2%
Cc1ccc(S(=O)(=O)c2nc(S(=O)(=O)c3ccc(C)cc3)c(NCCCOC(C)C)s2)cc1	-5.8%	28.5%	4.5%	4.8%	3.0%	-5.2%	4.4%	3.1	8.7%
COC1C(C)=C(C)C(=O)N1Cc1ccccc1 (configuration not stated)	5.9%	25.3%	0.5%	-3.7%	-2.5%	-20.6%	1.2%	-1.7	28.6%
O=c1c2[nH]c3ccc(F)cc3c2nc2n1CCS2	9.6%[57.1 µM]	24.9%	-6.7%	3.6%	-5.2%	-17.1%	0.7%	-1.2	17.1%
COc1ccc(NS(=O)(=O)c2ccc(C)c(NC(=O)CN3C(=O)NC4(CCCC4)C3=O)c2)cc1	1.5%	?	2.4%	-11.5%	-7.4%	-19.0%	11.8%	-0.2	17.1%
O=C(c1nnc(-c2ccncc2)o1)c1ccccc1Cl	4.9%	19.7%	2.3%	-8.2%	-8.8%	6.3%	-1.8%	-3.9	13.4%
CCc1ccccc1OCCCN1CCCC1	3.0%	-14.7%	2.9%	-0.8%	-8.2%	-18.3%	1.7%	2.6	17.1%
CC(=O)c1cccc(NC(=O)CSc2nc(=O)n(Cc3cccnc3)c3c2CCC3)c1	-1.4%[57.1 µM]	-7.9%	-3.8%	0.5%	-1.3%	-23.9%	-12.1%	3.1	9.1%[57.1 µM]
O=C(NCc1cccnc1)c1cccc(NC(=O)c2ccco2)c1	-1.1%	41.5%	2.7%	-4.8%	-1.5%	-20.0%	-1.3%	-1.4	-0.4%
O=C(COc1ccc(Cl)cc1Br)Nc1ccncc1	5.7%[57.1 µM]	28.2%	7.1%	-1.1%	i	-11.7%	-2.7%	6.0	11.5%[57.1 µM]
COc1cccc(-c2noc(Cn3nc(C(=O)O)c4ccccc4c3=O)n2)c1	5.3%	7.7%	-4.2%	3.5%	-5.9%	-15.9%	-1.3%	-0.7	41.4%[activator]
O=C(CSc1ccccc1)Nc1ccc(N2CCOCC2)cc1	0.7%[57.1 µM]	19.3%	12.2%	2.1%	i	-6.4%	17.1%	5.9	-1.3%[57.1 µM]
